GDH-TPI inh: counter-screen for M. tuberculosis FBA inhibitors: GDH-TPI coupled enzymes. AID 588335. GDH-TPI coupled enzyme counterscreen, NADH absorbance. actives 1.2% (n = 360,000). inhibition, % at 4.8 µM;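 note: 0% = DMSO wells and 100% = wells lacking the enzyme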
CCHF vOTU inh: blocks the CCHF virus ovarian tumor domain protease. CCHFV vOTU protease, Pep-AMC fluorescence. inhibition, % at 11.5 µM. actives 0.55% (n = 370,000). AID 651958; note: 0% = vehicle wells with enzyme and 100% = no enzyme wells
BoNT A protease: BoNT A light chain protease inhibition; multiplex microsphere protease substrate cleavage, flow cytometry; inhibition, % at 10 µM; actives 0.17% (n = 360,000); in the data active = inhibition above about 30%; inconclusive = no clear call, values can overlap the other calls; note: plate controls were buffer without enzyme for full effect and enzyme alone for no effect
BioA inh: BioA (M. tuberculosis) enzyme inhibition. inhibition, % at 9.99 µM. AID 602481. purified M. tuberculosis BioA enzyme, plate reader. actives 0.096% (n = 360,000); in the data active = inhibition above about 40%; inconclusive = no clear call, values can overlap the other calls
PrPC surface inh: cell surface PrPC inhibition, primary TR-FRET screen; inhibition, % at 13.8 µM; TR-FRET read-out; P04156; actives 0.43% (n = 370,000); AID 720596; in the data active = inhibition above about 24%; note: 0% = median of the test wells and 100% = reference compound wells
BoNT-F LC inh: BoNT F light chain protease inhibition; Multiplex microsphere protease cleavage assay, flow cytometry; inhibition, % at 10 µM; actives 0.22% (n = 360,000); in the data active = inhibition above about 35%, passing the limit was not always enough; inconclusive = no clear call, values can overlap the other calls; note: plate controls were buffer without enzyme for full effect and enzyme alone for no effect
UGM FP inh: inhibitors of M. tuberculosis UDP-galactopyranose mutase; P9WIQ1; purified UGM, fluorescence polarization probe displacement; inhibition, % at 10 µM; actives 0.06% (n = 320,000); AID 504406; in the data active = inhibition above about 10%, passing the limit was not always enough; inconclusive = no clear call, values can overlap the other calls
Target sequence (P9WIQ1 whole entry, looked up): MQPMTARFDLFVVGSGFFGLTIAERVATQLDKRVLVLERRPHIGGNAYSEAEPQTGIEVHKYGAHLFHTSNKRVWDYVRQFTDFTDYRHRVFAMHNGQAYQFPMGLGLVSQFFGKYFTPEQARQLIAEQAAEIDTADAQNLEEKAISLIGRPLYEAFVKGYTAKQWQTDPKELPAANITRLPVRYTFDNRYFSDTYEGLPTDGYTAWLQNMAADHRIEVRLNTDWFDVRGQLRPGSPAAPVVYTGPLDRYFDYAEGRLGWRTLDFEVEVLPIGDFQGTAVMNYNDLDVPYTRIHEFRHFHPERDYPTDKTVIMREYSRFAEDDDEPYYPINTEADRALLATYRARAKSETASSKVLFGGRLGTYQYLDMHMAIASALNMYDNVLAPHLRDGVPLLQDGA
FBA Mtb inh: Mtb fructose-bisphosphate aldolase inhibition; purified M. tuberculosis FBA, fluorescence read-out; actives 2.3% (n = 360,000); AID 588726; P9WQA3; inhibition, % at 1 µM; in the data active = inhibition above about 27%;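 note: 0% = vehicle and 100% = reference inhibitor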
Target sequence (P9WQA3 whole entry, looked up): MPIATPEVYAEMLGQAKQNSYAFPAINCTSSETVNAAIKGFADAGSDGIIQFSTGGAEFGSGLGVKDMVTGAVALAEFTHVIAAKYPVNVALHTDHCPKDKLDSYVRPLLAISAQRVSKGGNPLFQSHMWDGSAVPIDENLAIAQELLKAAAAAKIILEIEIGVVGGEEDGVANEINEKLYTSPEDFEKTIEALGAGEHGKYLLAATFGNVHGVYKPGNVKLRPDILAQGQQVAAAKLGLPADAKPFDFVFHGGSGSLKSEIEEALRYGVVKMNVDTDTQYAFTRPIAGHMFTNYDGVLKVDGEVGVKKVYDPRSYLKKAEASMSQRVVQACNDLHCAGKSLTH
FadD28 FP inh: M. tuberculosis FadD28 bisubstrate binding inhibition | FadD28 bisubstrate probe binding, fluorescence polarization | inhibition, % at 12.5 µM | actives 0.22% (n = 360,000) | AID 588549; in the data active = inhibition above about 8.5%, passing the limit was not always enough; inconclusive = no clear call, values can overlap the other calls
Active calls of the source: *; ? = inconclusive; nt = not tested or not shown. Cut-off read from the data, not from the text of the source, unless noted: active = inhibition above about 30%; inactive = the rest.

SMILES	GDH-TPI inh	CCHF vOTU inh	BoNT A protease	BioA inh	PrPC surface inh	BoNT-F LC inh	UGM FP inh	FBA Mtb inh	FadD28 FP inh
CCC1(c2ccc(F)cc2)NC(=O)N(CC(=O)Nc2cccc(S(=O)(=O)N3CCOCC3)c2)C1=O (configuration not stated)	2	-5	-0.4	9.3	3	-6	nt	0	-5.2
COc1ccc(/C=C/C(=O)N2CCN(S(=O)(=O)/C=C/c3ccccc3)CC2)cc1OC	13	-9	-0.4	-2.5	2	-1	0.6	3	-0.6
Cc1onc(-c2ccccc2Cl)c1C(=O)NNC(=O)C1CCN(Cc2ccccc2)CC1	0	-10	-0.9	nt	1	0	1.2	-3	-3.4
N=c1n(CC(=O)c2ccc(Br)cc2)c2ccccc2n1Cc1ccccc1	8	2	-0.2	-2.5	3	-12	-0.9	-1	-7.9
CC(CNC(=O)COc1ccccc1)OC(=O)Nc1ccc(Cl)c(Cl)c1 (configuration not stated)	10	8	-0.5	1.2	-4	0	-1.7	-6	-4.4
C/C(=N\NC(=O)c1cccc(N/N=C(\C)c2cc(O)ccc2O)c1)c1cc(O)ccc1O	19	8	-0.7	nt	-6	-8	3.1	-2	1.1
COc1cccc(CNC(=O)C2CSC3(C)CCC(=O)N23)c1 (configuration not stated)	4	3	12	-0.5	4	29	0.7	2	-0.4
O=C(NCCc1ccccc1)/C(=C\c1ccc([N+](=O)[O-])cc1)NC(=O)c1ccc(Br)cc1	17	2	3.8	-2.3	-1	8	-3.5	-2	-0.5
Cc1cccc(-n2c(O)c(C=NC3CCS(=O)(=O)C3)c3ccccc3c2=O)c1 (configuration not stated)	19	12	0.0	10	-1	-7	0.0	-1	-1.8
COc1ccc(CCNC(=O)C2CC(O)CN2S(=O)(=O)c2ccc(Cl)cc2)cc1OC (configuration not stated)	5	0	-0.5	-0.7	-5	1	0.0	0	-8.9
COc1ccc(S(=O)(=O)N2CCSC2c2ccc(N)cc2)cc1 (configuration not stated)	6	6	-0.8	-1.3	12	-8	2.7	4	-1.5
O=C1/C(=C/c2ccc(F)cc2)Oc2cc(OC(=O)N3CCOCC3)ccc21	-2	-13	0.4	nt	-3	-5	1.1	-2	-3.0
Cc1nc2ccccn2c1C(=O)NCC(C)C	8	-1	0.5	nt	4	-7	2.1	-3	-3.4
CCCCNS(=O)(=O)c1ccc2nc(SCC(=O)Nc3ccccc3)[nH]c2c1	10	3	-0.9	nt	10	-2	2.2	-1	-5.2
O=C(Nc1cccc(C(=O)N2CCCCC2)c1)C1CCC1	-1	3	-0.1	0.4	-1	1	nt	1	-1.3

As entered above:
Entry of `COc1ccc(/C=C/C(=O)N2CCN(S(=O)(=O)/C=C/c3ccccc3)CC2)cc1OC` in FadD28 FP inh: -0.6
Entry of `O=C(NCCc1ccccc1)/C(=C\c1ccc([N+](=O)[O-])cc1)NC(=O)c1ccc(Br)cc1` in FadD28 FP inh: -0.5

(cont.)
SMILES	GDH-TPI inh	CCHF vOTU inh	BoNT A protease	BioA inh	PrPC surface inh	BoNT-F LC inh	UGM FP inh	FBA Mtb inh	FadD28 FP inh
COc1ccc(CN(C)CC2CCCN(CCc3ccc(F)cc3)C2)cc1OC (configuration not stated)	6	-3	?	-0.2	-3	?	1.2	2	-1.3
CC(=O)c1ccc(OCC(=O)N(C)CC(=O)Nc2ccc(N3CCOCC3)cc2)cc1	-2	-5	nt	2.3	-1	nt	3.2	2	-0.9
CC1(C(=O)NCc2ccccc2)Cc2c(-c3cccc(C(F)(F)F)c3)ccnc2O1 (configuration not stated)	-7	7	-0.3	0.0	9	-4	nt	1	-4.6
O=C1CSC(c2ccccn2)N1c1ccc(Cl)c(Cl)c1 (configuration not stated)	-2	-2	-0.3	6.1	-5	0	1.9	1	0.1
COc1ccc(/C=C2\C(=O)c3ccccc3OC2c2ccccc2)cc1 (configuration not stated)	12	-1	-0.4	nt	-2	-5	2.0	0	-0.2
c1ccc2c(c1)CCN(c1ncnc3c1[nH]c1ccccc13)C2	6	-1	0.7	6.2	20	-9	-1.3	10	-3.9
COc1cccc(N2CCN(C(=O)CCNS(=O)(=O)c3ccc(F)c(F)c3)CC2)c1	7	-1	-1.8	-1.0	-8	-18	2.2	3	-1.6
NNC(=O)c1cnn(-c2ccccc2)c1C(F)(F)F	-4	-3	0.6	-0.2	2	1	0.5	10	-1.1
COc1ccccc1OCC(=O)Nc1ccc(C(N)=O)cc1	-11	-2	-1.6	0.1	1	-2	0.9	-1	-2.8
Cc1cc(NS(=O)(=O)c2ccc(NC(=O)Cc3cccs3)cc2)no1	10	nt	?	2.5	nt	5	-2.7	-4	-1.9
O=C(Nc1ccc(-c2cn3c(n2)SCC3)cc1)c1ccc2c(c1)OCO2	11	-6	-0.3	-1.9	8	-9	0.1	0	0.0
O=C(CN(Cc1ccccc1F)C(=O)c1ccco1)NCc1ccc(F)cc1	3	5	0.5	-0.8	5	0	-2.7	2	0.1
O=C(c1cccc([N+](=O)[O-])c1)N1CCN(C/C=C/c2ccccc2)CC1	-2	-10	?	nt	-10	?	-1.2	3	-2.3
COc1cc(/C=N/N=C(/N)c2nonc2N)cc(Br)c1OCc1cccc(C)c1	14	12	-0.7	-0.6	5	10	1.3	1	-0.1
C=CCN(CC=C)C(=O)c1ccc(OC2CCN(S(=O)(=O)N(C)C)CC2)cc1	-1	-11	-0.1	nt	0	-4	0.3	-6	-3.0

Record cards, from the list above. Order of screens: GDH-TPI inh | CCHF vOTU inh | BoNT A protease | BioA inh | PrPC surface inh | BoNT-F LC inh | UGM FP inh | FBA Mtb inh | FadD28 FP inh
Results for COc1ccccc1OCC(=O)Nc1ccc(C(N)=O)cc1 = -11 | -2 | -1.6 | 0.1 | 1 | -2 | 0.9 | -1 | -2.8
Results for COc1cc(/C=N/N=C(/N)c2nonc2N)cc(Br)c1OCc1cccc(C)c1 = 14 | 12 | -0.7 | -0.6 | 5 | 10 | 1.3 | 1 | -0.1
Results for COc1ccc(CN(C)CC2CCCN(CCc3ccc(F)cc3)C2)cc1OC (configuration not stated) = 6 | -3 | ? | -0.2 | -3 | ? | 1.2 | 2 | -1.3

Remaining list, next part:
SMILES	GDH-TPI inh	CCHF vOTU inh	BoNT A protease	BioA inh	PrPC surface inh	BoNT-F LC inh	UGM FP inh	FBA Mtb inh	FadD28 FP inh
CN1N=C(C(=O)N2CCCC(N3CCN(c4ccc(F)cc4)CC3)C2)CCC1=O (configuration not stated)	-7	1	1.5	0.0	-8	1	-4.4	1	0.5
CCOC(=O)c1cc(-c2ccccc2)sc1NC(=O)C(C)OC(=O)c1ccncc1 (configuration not stated)	-2	-15	-1.4	-0.2	-2	-13	0.2	1	-0.9
COc1cc(C2NC(=O)NC(O)(C(F)(F)F)C2C(C)=O)cc(OC)c1OC (configuration not stated)	1	4	-0.5	nt	-3	-14	0.3	-1	-0.2
CCOC(=O)N1CCN(C(=O)c2ccc(CS(=O)(=O)c3ccccc3OC)o2)CC1	5	-8	?	-1.5	-2	6	0.1	0	0.3
Cc1ccc(S(=O)(=O)N2CCN(C(=O)CN3CCCCC3)C2C(C)C)cc1 (configuration not stated)	-6	nt	0.0	nt	nt	4	2.5	1	-4.3
O=C(/C=C/c1ccc([N+](=O)[O-])cc1)NCC1CCCO1 (configuration not stated)	8	8	-0.8	nt	-36	0	-1.7	-4	-1.8
NC(CO)c1csc(Nc2ccc(C(F)(F)F)cn2)n1 (configuration not stated)	4	-3	-0.6	0.1	3	-4	nt	-3	-5.4
Cc1ccc(F)cc1NC(=O)C1CC(=O)N(CCc2ccccc2)C1 (configuration not stated)	0	-5	0.1	nt	0	1	-1.4	6	-1.8
CC(C)c1ccc(Nc2nc(NCc3ccco3)nc(N3CCOCC3)n2)cc1	0	18	-0.8	-2.8	12	-11	-0.9	-3	-1.9
Cc1cccc(NC(=O)c2cccc(S(=O)(=O)N(C)c3ccccc3)c2)n1	9	7	1.2	-0.3	-3	10	nt	0	-0.3
Cc1nnc(SCC(=O)N2CCN(C(=O)c3ccco3)CC2)n1-c1ccccc1	0	-3	-1.2	nt	5	-4	-2.1	-2	-0.8
O=C(c1cccs1)N1CCCC(c2ccccc2)C1 (configuration not stated)	-9	-5	1.0	0.4	-5	?	-3.2	4	-5.1
O=C(N/C(=C\c1cccc([N+](=O)[O-])c1)C(=O)N1CCOCC1)c1ccco1	20	-5	2.2	-0.9	-13	5	-4.1	65*	nt
Nc1nc(NCc2ccco2)nc(Nc2ccccc2)c1[N+](=O)[O-]	6	5	nt	-3.6	1	nt	2.2	0	-2.6
COc1ccc(CCNC(=O)c2cc3c(=O)n4ccccc4nc3n(C3CCCCC3)c2=N)cc1OC	-5	-3	1.1	-1.6	-24	6	-2.4	2	-6.0
O=C(COC(=O)c1cc(S(=O)(=O)N2CCOCC2)c(Cl)cc1Cl)c1ccc[nH]1	7	-4	-0.5	0.1	3	5	0.6	-1	-2.4
COC(=O)c1c(C)[nH]c(C(=O)COC(=O)Cn2cc(C(F)(F)F)ccc2=O)c1C	12	-2	1.1	0.3	-4	-6	nt	6	-0.9
CNc1ccc(Cl)cc1S(=O)(=O)c1ccccc1[N+](=O)[O-]	nt	20	-0.2	nt	-10	-4	nt	0	-31
CN1CCN(NC(=O)Nc2ccc(Br)cc2Cl)CC1	-4	8	3.0	-0.8	-3	-1	3.6	-3	-5.2
Cc1ccc(S(=O)(=O)N2CCCCC2)cc1NC(=O)COC(=O)c1cc[n+]([O-])cc1	-3	-10	-0.3	nt	-4	1	-1.3	2	-0.7
O=C(CSc1n[nH]c(-c2ccco2)n1)Nc1ccc(Br)cc1	7	4	27	-1.0	14	-6	3.8	0	1.2
O=C(NCCN1CCN(C(=O)c2cccs2)CC1)c1cccs1	13	-10	-0.3	-3.1	2	0	1.6	-1	-0.1
COCCSc1nnc(NC(=O)COc2ccc3c(c2)OCO3)s1	-1	-7	-0.5	6.9	-4	1	-0.4	1	-2.2
O=C(NC1CCCCC1)N1CCCc2ccccc21	8	6	0.0	2.7	-1	4	1.6	0	-3.8
CCOC(=O)N1CCC(NC(=O)c2ccc3snnc3c2)CC1	15	-3	0.0	4.6	2	3	1.6	1	0.2
COC(=O)[C@]1(CC(C)C)N[C@H](c2ccc(-c3cccc(Cl)c3)cc2)[C@@H]2C(=O)N(C)C(=O)[C@@H]21	10	13	-0.6	-1.6	6	-2	-2.7	-2	-1.5
COc1ccc(CCNC(=O)C23CN(Cc4ccccc4)CC2C(c2ccc([N+](=O)[O-])cc2)=NO3)cc1 (configuration not stated)	6	3	-0.2	-0.8	-7	-1	-0.4	0	-4.0
CC(=O)Nc1ccc(S(=O)(=O)NC2CC(=O)N(c3cccc(F)c3)C2)cc1 (configuration not stated)	1	-12	0.4	2.2	-1	1	-2.1	-3	-5.0
O=C(Cn1ccc(NC(=O)OCc2ccccc2)nc1=O)NCc1ccc2c(c1)OCO2	-8	13	0.3	1.2	3	9	-1.0	2	0.3
N#Cc1ccc(NC(=O)CN2CCCCCC2)cc1Cl	8	-18	-1.5	-0.8	1	-2	2.8	0	-3.4
CCn1c(=O)c([N+](=O)[O-])c(NCc2ccc3c(c2)OCO3)c2ccccc21	16	-1	-4.8	-0.6	5	?	-2.6	1	-6.6
COc1cc(C(=O)N2CCN(c3ccccn3)CC2)cc(OC)c1OC	3	-10	-0.5	3.8	-5	22	2.0	4	-1.8
CC(C(=O)Nc1ccccc1)N(C)Cc1cccs1 (configuration not stated)	-1	-1	-1.6	1.9	2	-1	2.7	-1	-1.9
CC(=O)Nc1ccc(S(=O)(=O)N(C)CC(=O)OCC(=O)N(C)c2ccccc2)cc1	-4	6	1.8	1.0	0	-6	0.0	-4	-4.2
CCOC(=O)CCP(=O)(O)C(O)c1ccc(OC)cc1 (configuration not stated)	0	12	-0.3	-0.6	-5	2	0.3	7	-1.0
Cc1ccc(C)c(-n2[nH]c3c4c(ccc3c2=O)C(=O)c2ccccc2C4=O)c1	10	-14	-0.6	-1.2	-11	-3	-1.6	0	0.2
CCOC(=O)/C(C#N)=C/Nc1cc(C(=O)OCC)cc2c(OC)c(OC)ccc12	9	-8	1.0	-3.1	1	10	nt	2	1.0
C[C@H](NC(=O)c1nc[nH]c1C(=O)N1CCN(C(=O)OC(C)(C)C)CC1)C(=O)OCc1ccccc1	7	8	-0.7	-1.2	-1	-10	1.2	-3	-3.6
CCCNc1c(NC(=O)C2CCC(C)CC2)c(=O)oc2ccccc12 (configuration not stated)	-1	-11	-0.8	-1.1	10	0	-1.5	-1	-3.4

Screens from PubChem BioAssay.
